Bioassay records from PubChem.
Vif-A3F inh: Vif-A3F binding inhibition; HeLa A3F-eYFP + Vif (tagged APOBEC3F with the HIV-1 protein that degrades it), YFP fluorescence increase; Potency, µM (highest dose often 46.1 µM), for inactives: at the highest dose activity, negative = active; hit rate 0.2% among 390,000; AID 602313; note: % of control where 0% means no effect; nearly all actives have a fitted effect of over 65% in size
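HeLa cells stably expressing A3F-eYFP plus Vif, plated and incubated overnight at 37 deg C, then exposed to compounds overnight at 37 deg C. Blocked degradation read as raised yellow fluorescence (Ex 488/Em 500-530).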
TrxR1 inh: inhibitors of rat thioredoxin reductase 1; Potency, µM (titrated, usually from 114 µM), inactives show at the highest dose activity change, negative = inhibition, usual class: inhibitors; hit rate 1% among 390,000; O89049; recombinant rTrxR1, NADPH fluorescence consumption, selenite substrate; AID 588453; note: % is set by controls: 0 for no effect and ±100 for the full control effect; nearly all actives have a fitted effect of over 65% in size
Target sequence (O89049 whole entry, looked up): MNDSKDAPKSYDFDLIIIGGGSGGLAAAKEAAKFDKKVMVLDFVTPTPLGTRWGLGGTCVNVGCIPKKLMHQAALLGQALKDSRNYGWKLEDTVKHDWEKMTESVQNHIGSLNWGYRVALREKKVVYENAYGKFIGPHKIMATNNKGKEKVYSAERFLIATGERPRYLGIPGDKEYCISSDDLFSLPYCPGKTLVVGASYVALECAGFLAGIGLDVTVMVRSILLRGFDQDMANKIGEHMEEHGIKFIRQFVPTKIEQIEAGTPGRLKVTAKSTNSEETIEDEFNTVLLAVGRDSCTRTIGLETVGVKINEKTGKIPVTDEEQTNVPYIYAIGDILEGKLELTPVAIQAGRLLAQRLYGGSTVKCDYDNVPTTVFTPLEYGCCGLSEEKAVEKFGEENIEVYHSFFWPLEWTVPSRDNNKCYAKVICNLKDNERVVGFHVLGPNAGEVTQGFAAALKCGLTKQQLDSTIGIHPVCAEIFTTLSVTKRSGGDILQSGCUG
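Rat TrxR1 (90 nM in the dispensed reagent) was pre-reduced with 400 uM NADPH for 5 min at room temperature, then incubated with compound for 15 min. After 400 uM selenite was added, NADPH fluorescence (Ex 340/Em 450 nm) was followed for 8 min.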
ALOX12 inh: ALOX12 (human) lipoxygenase inhibition | P18054 | purified 12hLO, xylenol orange hydroperoxide absorbance | Potency, µM (top dose mostly 108 µM), without a hit: at the top dose activity change, negative = inhibition, hits mostly inhibitors | hit rate 1.1% among 580,000; note: % is set by controls: 0 for no effect and ±100 for the full control effect
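Purified human 12hLO (150 nM final) in 25 mM Hepes, 0.01% Triton X-100, pH 7.0 was preincubated 15 min at room temperature with compound. Then 40 uM arachidonic acid was added, 30 min. Hydroperoxide was read by Fe-XO absorbance ratio 573/405 nm.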
Vif-APOBEC3G blk: Vif-A3G binding inhibition; Potency, µM (highest dose often 46.1 µM), without a hit: at the top dose activity, negative = active, most hits filed as inhibitors; hit rate 0.076% among 410,000; HeLa A3G-eYFP + Vif (tagged APOBEC3G with the HIV-1 protein that degrades it), YFP fluorescence, overnight; Q9HC16; AID 602310;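 note: % is set by controls: 0 for no effect and ±100 for the full control effect; nearly all actives have a fitted effect of over 60% in size; hits raise eYFP signal because A3G escapes Vif-driven loss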
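HeLa cells stably expressing Vif and C-terminally eYFP-tagged A3G, seeded overnight at 37 deg C, then exposed to compound by pintool overnight at 37 deg C. Rise in yellow fluorescence (Ex 488/Em 500-530, Acumen) marks blocked Vif-driven A3G degradation.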
RGS4 inh: inhibitors of human regulator of G protein signaling 4; AID 504845; Potency, µM (doses to about 114 µM), for the others: at the highest dose activity change, negative = inhibition, most hits filed as inhibitors; P49798; Transcreener GDP fluorescence polarization, RGS4-accelerated GTP hydrolysis; hit rate 0.039% among 390,000; note: % is set by controls: 0 for no effect and ±100 for the full control effect; nearly all actives have a fitted effect of over 75% in size; some results filed as inactive show a strong effect at the top dose
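MLSMR compounds (23 nl, pin-transferred) preincubated 10 min at room temperature with a 500nM (2x) first reagent, then RGS4 at 900nM (2x) plus Transcreener GDP mix added; fluorescence polarization (620/688 nm) read before and after 90 min at 30 °C.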
USP1-UAF1 inh: inhibitors of human USP1/UAF1 deubiquitinase; recombinant USP1/UAF1, Ub-Rhodamine cleavage fluorescence; Potency, µM (titrated, usually from 57.1 µM), without a hit: at the top dose activity change, negative = inhibition, actives largely listed as inhibitors; hit rate 0.23% among 390,000; AID 743255; note: % is set by controls: 0 for no effect and ±100 for the full control effect; nearly all actives have a fitted effect of over 60% in size; inactives centre near -12
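In this screen, compounds sit with the deubiquitinase complex (1nM) for 15 min at room temperature before Ub-Rho is added at 150nM final. Fluorescence rise is then followed for 6 reads every 60 seconds.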
IDH1 R132H inh: blocks human mutant IDH1 R132H enzyme; O75874; IDH1-R132H enzyme, NADPH consumption, diaphorase/resazurin fluorescence; Potency, µM (titrated, usually from 76.6 µM), inactives show at the top dose activity change, negative = inhibition, hits mostly inhibitors; hit rate 0.093% among 390,000; note: % is set by controls: 0 for no effect and ±100 for the full control effect; nearly all actives have a fitted effect of over 65% in size
Target sequence (O75874 whole entry R132H, stated change not applied): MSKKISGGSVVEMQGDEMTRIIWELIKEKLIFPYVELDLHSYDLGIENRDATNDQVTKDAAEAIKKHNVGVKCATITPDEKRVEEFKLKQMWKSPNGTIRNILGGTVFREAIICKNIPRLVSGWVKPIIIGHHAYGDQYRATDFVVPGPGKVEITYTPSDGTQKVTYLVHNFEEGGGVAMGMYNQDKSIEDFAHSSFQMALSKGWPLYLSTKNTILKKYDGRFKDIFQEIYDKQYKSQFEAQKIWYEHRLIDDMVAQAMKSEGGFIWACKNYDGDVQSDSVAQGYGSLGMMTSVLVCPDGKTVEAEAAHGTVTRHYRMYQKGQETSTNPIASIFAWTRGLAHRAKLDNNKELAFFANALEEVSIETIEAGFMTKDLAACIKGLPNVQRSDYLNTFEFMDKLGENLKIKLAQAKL
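IDH1-R132H (0.5 ug/mL) preincubated 30 min with compound, then NADPH (0.016 mM) and alpha-KG (2 mM) added; 80 min at RT, pH 7.5. Remaining NADPH coupled via diaphorase/resazurin to fluorescence (540/590 nm); concentration-response curves normalized to no-enzyme control.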
RXFP1 agonist: agonists of human relaxin receptor RXFP1 | Q9HBX9 | HEK293T-RXFP1 cAMP TR-FRET, 30 min; response scale: percent of porcine relaxin response, buffer zero | Potency, µM (titrated, usually from 57.5 µM), for the others: at the highest dose activation, most hits filed as activators | hit rate 0.3% among 370,000 | AID 2676; note: % is set by controls: 0 for no effect and ±100 for the full control effect; nearly all actives have a fitted effect of over 60% in size; many of its hits are not listed in these tables
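HEK293T cells stably expressing RXFP1 were pretreated with the PDE4 inhibitor Ro 20174, exposed to compounds for 30 min at 37C, lysed, and cAMP was read by TR-FRET. Data normalized to buffer (basal) and 29 nM porcine relaxin (100%).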
TrxR1 substrate: is turned over as a substrate by rat TrxR1; purified TrxR1 substrate turnover, NADPH consumption readout; Potency, µM (top dose mostly 114 µM), for inactives: at the top dose activity change, negative = substrate turnover; hit rate 0.01% among 390,000; AID 588456; note: % is set by controls: 0 for no effect and ±100 for the full control effect; nearly all actives have a fitted effect of over 50% in size
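Rat TrxR1, dispensed at 90 nM, was prereduced with 400 uM NADPH (final) for 5 min at ~22 deg C, then incubated with compound 15 min before 400 uM selenite. A first-read NADPH fluorescence drop versus no-compound background flagged substrates.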
* marks the source's active call; other numbers are inactive results; u = inconclusive; x = no result given; & = joins results of further samples; [ ] = dose if it differs, or a comment. Calls come from the whole dose curve; as a rule, active = well fitted curve in the direction sought with a large enough effect; inconclusive = small, poorly fitted or top-dose-only effect, or another doubt; inactive = no such curve, though single readings can be large; an effect the other way counts as inactive or inconclusive. Potency is the fitted concentration of half-maximal effect.

SMILES	Vif-A3F inh	TrxR1 inh	ALOX12 inh	Vif-APOBEC3G blk	RGS4 inh	USP1-UAF1 inh	IDH1 R132H inh	RXFP1 agonist	TrxR1 substrate
CCC(C)NC(=O)c1ccc2nc(-c3ccco3)c(-c3ccco3)nc2c1 (stereo not drawn)	x	2.8µM*	x	-2%	u	x	x	x	-10%
Cc1ccc(C(C)(C)C)cc1S(=O)(=O)N1CCC(C(=O)N2CCN(c3ccc(O)cc3)CC2)CC1	-8%	-11%	u	3%	-39%	-7%	8%	-0.7%	-15%
Cc1ccoc1C(=O)Nc1ccc(CC(=O)O)cc1	4%	11%[57.1 µM]	0%	1%	11%	-18%	3%	-0.7%	9%[57.1 µM]
CCOC(=O)C1=C(C)Nc2nc3ccccc3n2C1c1ccc(O)cc1 (stereo not drawn)	1%	-11%	-11%	-5%	11%	-10%	0%	4.8%	-7%
O=C1OCCN1C(=O)[C@H]1[C@H](c2ccccc2)C(c2ccccc2)=NN1c1ccccc1	-4%	14%	u	-2%	-1%	u	-10%	x	10%
O=C(Nc1cc(Cl)ccc1Oc1ccccc1)c1cnccn1	-20%	14%	133%[activator]	0%	-3%	-12%	3%	2.0%	9%
CC(C)Cn1c(N)c(C(=O)COC(=O)COc2cccc(C(F)(F)F)c2)c(=O)n(C)c1=O	2%	2%	-53%	3%	-9%	-23%	-10%	-1.2%	-13%
CC(Sc1nncs1)C(=O)NCC(=O)Nc1ccc(F)c(F)c1F (stereo not drawn)	12%	1%[57.1 µM]	14%	1%	-9%	-22%	15%	1.3%	-3%[57.1 µM]
O=C(NCc1cccc(Cl)c1)C1CCCN(c2nn3cc(-c4ccc(F)cc4)nc3s2)C1 (stereo not drawn)	2%	11%	-19%	1%	-34%	u	-5%	3.8%	-7%
N#CC1(c2ccccc2)CCN(S(=O)(=O)c2ccc(OC(F)(F)F)cc2)CC1	-1%	7%[57.1 µM]	-10%	1%	-14%	-15%	0%	0.4%	-6%[57.1 µM]
CN(C)S(=O)(=O)c1ccc(C(=O)N2CCN(S(=O)(=O)c3cccs3)CC2)cc1	10%	20%[57.1 µM]	-7%	1%	5%	-1%	0%	-1.3%	5%[57.1 µM]
CC(C)C(=O)C1=Cc2cccc([N+](=O)[O-])c2OC1N1CCOCC1 (stereo not drawn)	-23%	-14%	349%[activator]	1%	8%	-14%	-7%	-1.1%	-5%
COc1ccc(CNC(=O)CCC(=O)n2ncc3cc(C)ccc32)cc1	-10%	13%[57.1 µM]	18%	4%	-6%	-8%	0%	2.5%	6%[57.1 µM]
CC(=O)c1ccc(N=Nc2ccc(N(C)C)cc2)cc1	2%	1%	1%	0%	0%	-10%	5%	0.7%	-10%
CCCCOC(=O)c1ccc(-c2ccc(/C=N/NC(=S)NCC)o2)cc1	-6%	2%[57.1 µM]	-3%	0%	0%	-6%	4%	1.9%	4%[57.1 µM]
CN(CC(=O)Nc1ccc(F)c(F)c1F)C(=O)C1CC(=O)N(C2CCCC2)C1 (stereo not drawn)	5%	-3%	11%	1%	-6%	-18%	11%	0.8%	-10%
COC(=O)CCC(=O)Nc1cccc2ccccc12	-7%	-5%	0%	1%	35%	-17%	1%	-1.7%	-6%
Oc1cccc(CCc2ccccn2)c1	21%	-31%[11.4 µM]	2%	1%	0%	-3%	-2%	x	-9%[11.4 µM]
COc1ccc(/C=N/N2CCOCC2)cc1COc1ccc(F)cc1	-12%	2%	-7%	1%	18%[11.4 µM]	-9%	3%	0.2%	-4%
CSc1ccc(CCNC(=O)c2cccc3c2C(=O)N(C2CCCCC2)C3)cc1	3%	-6%	x	-5%	0%	-22%	2%	1.6%	-8%
COP(=O)(OC)C(Nc1cc(Cl)cc(Cl)c1)c1cccc(O)c1 (stereo not drawn)	-2%	16%	-4%	2%	0%	-3%	-7%	0.3%	-3%
CN(C(=O)c1ccccn1)c1nnc(-c2cnccn2)s1	4%	-5%	-16%	2%	31%	-5%	0%	3.8%	-8%
Cc1cccc(NC(=S)NN(Cc2ccccc2)c2ccccc2)c1C	4%	-20%	u	1%	-37%	-16%	3%	3.1%	-14%
Cc1cccc(NC(=O)Cn2cnc3c(oc4ccccc43)c2=O)c1C	-7%	13%[57.1 µM]	0%	-10%	-39%	-16%	1%	4.0%	4%[57.1 µM]
O=C(N/N=C/c1ccc(N2CCOCC2)o1)c1cccc([N+](=O)[O-])c1	0%	3.2µM*	-13%	0%	-50%	-8%	8%	3.6%	-11%
C[C@@H]1CN([C@H](C)CO)C(=O)CCCn2nncc2CO[C@@H]1CN(C)C(=O)NC1CCCCC1	-1%	x	-27%	-5%	x	-15%	18%	x	x
O=C(c1ccco1)N1CCN(S(=O)(=O)c2ccccc2)CC1	-16%	4%	2%	-6%	-1%	-22%	1%	-0.9%	2%
COc1ccc(/C=C2\CCc3ccccc3C2=O)cc1CN1CCOCC1	1%	14%[11.4 µM]	u	u	-1%	u	6%	0.8%	9%[57.1 µM]
CCn1cc(/C=N\NC(=O)c2ccc(Cl)cc2)cn1	1%	2%[57.1 µM]	1%	-1%	-24%	-16%	3%	-1.8%	15%[57.1 µM]
O=C(NCc1ccccn1)c1nn(-c2ccccc2F)nc1CO	-7%	12%	-2%	7%	33%	-10%	0%	-4.0%	-4%
COc1ccc(NC(=S)NCc2ccccc2Cl)c(OC)c1	-2%	-17%[57.1 µM]	u	2%	10%	-2%	4%	-0.5%	-13%
Fc1ccc2c(c1)C(c1cccnc1)=NNC(c1cccs1)=N2	-12%	u	-17%	u	24%	-19%	1%	0.4%	-5%
COC(=O)c1ccc(NC(=O)C(OC)c2ccccc2)cc1 (stereo not drawn)	4%	21%[57.1 µM]	0%	5%	6%	-22%	9%	-0.3%	6%[57.1 µM]
Cc1cccc(Nc2nnc(SCc3cc(=O)n4cc(C)ccc4n3)s2)c1	10%	3%	-2%	1%	-5%	-8%	8%	0.4%	-5%
CCn1nnc2cc(C(=O)Nc3cc(C)ccc3C)ccc21	0%	30%[57.1 µM]	-1%	-18%	-23%	-12%	11%	1.5%	6%[57.1 µM]
COC(=O)[C@]1(C)N[C@H](CN(C)C(=O)c2ccccc2)[C@@H]2C(=O)N(C)C(=O)[C@@H]21	0%	3%	u	0%	0%	-15%	3%	x	1%
CCOC(=O)c1c(C)[nH]c(C(=O)NNC(=O)c2ccc(Br)cc2)c1C	9%	5%	-5%	-4%	6%	-11%	-1%	2.0%	-1%
CC(=O)c1ccc(NC(=O)c2cc(C)nc3ccccc23)cc1	-23%	12%[57.1 µM]	8%	3%	-28%	u	1%	-0.7%	-4%[57.1 µM]
COc1ccc(OC)c(NC(=O)[C@H]2CC=CC[C@H]2C(=O)O)c1	1%	10%	14%	-9%	37%	-13%	3%	2.0%	4%
Cc1c(C(=O)N2CCOCC2)oc2c1-c1nn(CC(=O)NCc3cccc(Cl)c3)cc1CC2	6%	-3%	-17%	3%	1%	-2%	0%	8.0%	-1%
CC(C)C[C@H]1CNC(=S)N1CC1CCCN1C[C@H](CC(C)C)N1C[C@H](Cc2ccc(O)cc2)N(CC2CCCCC2)C1=S (stereo partly drawn)	-3%	23%	-87%	-17%	1%	-28%	-4%	x	-5%
CC(=O)c1cc(-c2ccccc2)n(CC(=O)NCc2cccs2)c1C	2%	-10%	-18%	1%	-1%	-1%	3%	13%	-14%
COC(=O)c1ccc(NC(=O)CN2CCN(CC#N)CC2)cc1	u	10%[57.1 µM]	u	1%	-20%	-9%	8%	0.3%	-19%[57.1 µM]
Cc1ccc(C)c(Cn2c(SCC(=O)N(C)Cc3ccccc3)nc3ccccc32)c1	1%	21%[57.1 µM]	u	-1%	-7%	-27%	-9%	0.8%	4%[57.1 µM]
O=C(NCCCN1CCOCC1)c1ccc(Cl)cc1Cl	-1%	8%	-2%	-8%	-14%	-4%	-9%	2.5%	2%

Grouped by structure, the compounds so far with a COOH group (2)
SMILES	Vif-A3F inh	TrxR1 inh	ALOX12 inh	Vif-APOBEC3G blk	RGS4 inh	USP1-UAF1 inh	IDH1 R132H inh	RXFP1 agonist	TrxR1 substrate
Cc1ccoc1C(=O)Nc1ccc(CC(=O)O)cc1	4%	11%[57.1 µM]	0%	1%	11%	-18%	3%	-0.7%	9%[57.1 µM]
COc1ccc(OC)c(NC(=O)[C@H]2CC=CC[C@H]2C(=O)O)c1	1%	10%	14%	-9%	37%	-13%	3%	2.0%	4%

More results follow.
SMILES	Vif-A3F inh	TrxR1 inh	ALOX12 inh	Vif-APOBEC3G blk	RGS4 inh	USP1-UAF1 inh	IDH1 R132H inh	RXFP1 agonist	TrxR1 substrate
CCC1COCCS(=O)(=O)N1Cc1cccc(Cl)c1 (stereo not drawn)	0%	15%&6%	4%	-2%&-1%	-10%	-26%	2%	0.0%	2%&1%
Cc1nn(-c2ccccc2)c2sc(C(=O)Nc3cccc(Cl)c3)cc12	-8%	-12%	-16%	0%	-13%	u	-18%	-0.4%	38%[activator]
O=C1CCC(C(=O)OCC(=O)Nc2ccc(OC(F)F)cc2)=NN1	-1%	x	3%	-1%	x	-23%	-4%	x	x
COc1cccc(OC)c1OCCCOc1cccc2cccnc12	8%	9%	-6%	-1%	-6%	-12%	1%	0.7%	-7%

Not all compounds are listed, so the mix of outcomes need not match the whole.
